Screens (PubChem BioAssay)
TNAP activation fold: human TNAP enzyme activators, primary screen, biochemical, luminescent, no phosphate acceptor, uHTS (AID 1001); activation fold at 20 µM; hits with a dose series show EC50 in µM; purified TNAP, luminescent activation assay, no phosphate acceptor; higher activation fold means a stronger effect; actives 0.03% (n = 200,000); in the data active means activation fold from about 3, or a potency from the dose series; inactive means the rest, 99 in 100 with activation fold below about 1.6; further: many of its hits are not listed in these tables
Lipid droplet: modulators of hepatic lipid droplet formation | AML12 mouse hepatocytes, oleate lipid droplets, BODIPY imaging | actives 0.4% (n = 240,000) | inhibition, % at 6.5 µM;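 active means lipid droplet intensity inhibited by at least 50%, with more than 500 cells counted; inconclusive means wells with under 300 cells, treated as cytotoxic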
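Assay system: AML12 hepatocytes (mouse) / Also added: 100 µM oleic acid challenge / Times: overnight treatment with compound plus oleate / Detection: high-content imaging of BODIPY-stained droplets and DAPI nuclei / Evaluation: % inhibition of lipid droplet signal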
PMI inhibition: MPI inhibition at elevated mannose 6-phosphate – biochemical, fluorescence intensity, high mannose 6-phosphate, primary screen (AID 1220); recombinant PMI enzyme, coupled fluorescence intensity; higher % means a stronger effect; one-dose inhibition, % at 20 µM; IC50 in µM for titrated hits; actives 0.66% (n = 190,000)
UTI89 phage lysis: inhibition of K1F phage lysis, E. coli UTI89, bacterial capsule biogenesis inhibitors, alamar blue (AID 488966); E. coli UTI89 K1F phage lysis, alamar blue, 2 h; higher % means a stronger effect; one-dose inhibition, % at 100 µM; IC50 in µM for titrated hits; actives 0.02% (n = 340,000);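 active means phage lysis inhibition, versus mean bacterial control, above a set limit; inconclusive means no clear call, values can overlap the other calls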;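 further: capsule biogenesis inhibitors block K1F phage lysis so surviving cells raise fluorescence; higher fluorescence means more inhibition of phage lysis; actives were called in the ten point dose series up to 300 µM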
Myeloid diff 2: promotes myeloid progenitor differentiation | actives 1% (n = 360,000) | calls only at 10 µM | ER-HoxA9 myeloid progenitors, lysozyme-GFP differentiation, flow cytometry;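 active means normalized GFP-positive differentiation at or above the plate's own cutoff, the solvent-only control mean plus 3 SD; inconclusive means no clear call, values can overlap the other calls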;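 further: cells exposed to compound for four days before flow analysis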
CSM14.1 death rescue: rescue of cells from ER stress-induced death, primary screen, 384-well, CSM14.1, thapsigargin, ATP luminescence (AID 1222); 190,000 tested, under 10 active; CSM14.1 thapsigargin-induced death rescue, ATP luminescence; higher % means a stronger effect; cellular ATP content (survival), % at 20 µM; hits with a dose series show EC50 in µM;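 active means EC50 below 50 µM in the dose-response confirmation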;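 further: death triggered by thapsigargin at about 15 µM added after 2 h compound pretreatment; cell ATP read after overnight thapsigargin exposure of roughly 18 to 22 hours; normalized against plate controls of thapsigargin alone and 5% DMSO vehicle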
human PMI inhibition: MPI enzyme activity inhibition – biochemical, fluorescence intensity, coupled assay, primary screen (AID 1209); purified PMI enzyme, coupled fluorescence intensity; higher % means a stronger effect; inhibition, % at 20 µM, or IC50 in µM where a hit was titrated; actives 0.42% (n = 190,000);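 further: plate controls were DMSO vehicle for no effect and wells lacking substrate for full effect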
M1AAP inhibition: malaria alanyl aminopeptidase activity blockers – biochemical, fluorogenic H-Leu-NHMec substrate, 1536-well (AID 1445); recombinant M1AAP, H-Leu-NHMec fluorogenic kinetic assay; higher % means a stronger effect; inhibition, % at 30 µM, or IC50 in µM where a hit was titrated; actives 0.42% (n = 220,000);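 active means primary inhibition above the hit cutoff, then over 50% inhibition at one or more dose response concentrations, cut at about 23% in these data, passing the limit was not always enough; inconclusive means conflicting primary data, or primary hits not chosen for dose response; inactive means low primary inhibition, or under 50% at every dose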;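 further: plate controls were DMSO full reaction for no effect and no enzyme background for full effect; strong numbers were not always called active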
WT yeast gro inh: growth inhibition of WT yeast, mitochondrial fusion screen | actives 2.1% (n = 190,000) | inhibition, % at 10 µM | mitochondrial fusion phenotypic screen, WT strain; in the data active means inhibition above about 58%; tested in S. cerevisiae
WT yeast gro inh mutant strain: also measured in WT yeast gro inh; calls as there; inhibition, %; mitochondrial fusion phenotypic screen, mutant strain inhibition
Lipid droplet cells 6.5 µM: further read-out of Lipid droplet, marked with its call; cell count; measured here: cell count, cytotoxicity flag;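 cells counted across two imaged fields per well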
Myeloid diff 2 GFP+ MAC1+ %: second read-out of Myeloid diff 2, no call of its own (marks repeat the call); GFP+ MAC1+ double positive, %; measured here: differentiation confirmed by MAC1 staining
* hit, by the source's call; i = inactive; ? = inconclusive; / = not tested or not shown; [ ] = remark or other dose. Unless noted, no stated cut-off is given here; in the data, active means inhibition above about 50%; inactive means the rest. The order is random; 4.6% or so of the library scored in one or more.

SMILES	TNAP activation fold	Lipid droplet	Lipid droplet cells 6.5 µM	PMI inhibition	UTI89 phage lysis	Myeloid diff 2	Myeloid diff 2 GFP+ MAC1+ %	CSM14.1 death rescue	human PMI inhibition	M1AAP inhibition	WT yeast gro inh	WT yeast gro inh mutant strain
CN(C(=O)COC(=O)c1cc(-c2ccco2)nc2ccccc12)C1CCS(=O)(=O)C1 (stereo unspecified)	/	-14	662	/	-0.1%	i	0.5	/	/	12%	/	/
CC(C)(C)NC(=O)C(c1ccc(F)cc1)N(Cc1ccccc1Cl)C(=O)c1ccn[nH]1 (stereo unspecified)	1.7	2	695	-3%	0.4%	i	0.3	-0.4%	-2%	-3%	1	21
CCc1ccc(NC(=O)C(=S)NC2CCCCC2)cc1	1.1	-2	729	15%	0.2%	i	0.0	-3.6%	16%	0%	-2	-20
O=C(CSc1nnc(CNC(=O)c2ccccc2F)o1)NCCc1ccccc1	1.1	-28	751	13%	-1.9%	i	0.8	4.0%	16%	1%	-20	-9
O=C(COC(=O)c1ccc2ccccc2n1)NCc1ccccc1	1	0	717	-11%	-0.5%	i	0.6	-1.0%	-16%	-18%	0	2
Cc1cc(/C=C(\C#N)C(=O)O)c(C)n1CCC(C)C	/	-9	709	/	-0.3%	i	0.6	/	/	12%	/	/
CC(=O)Nc1cccc(NC(C)=C(C#N)C#N)c1	1	1	680	3%	2.9%	i	0.3	-2.9%	15%	0%	-3	-10
O=C(NCC(=O)N(Cc1ccccc1)C(C(=O)NC1CCCC1)c1cccnc1)c1ccco1 (stereo unspecified)	1.1	-3	740	3%	-0.6%	i	0.0	3.9%	-10%	2%	-1	8
N/C(=N\OC(=O)c1ccc(Br)cc1)c1ccncc1	1.1	10	641	-13%	-1.0%	i	0.3	-2.8%	-22%	3%	8	-3
CCCn1nnnc1NCc1c(F)cccc1Cl	1.1	1	714	-2%	0.1%	i	0.4	-1.4%	-1%	0%	-19	-10
COCc1nnc(NC(=O)C(C)C)s1	1.1	13	712	5%	0.4%	i	0.5	-1.6%	8%	-6%	/	/
O=C(N/N=C1\C2CN3CCN(C2)CC1(c1ccccc1)C3)Nc1ccccc1	1.1	-3	715	9%	-0.2%	i	0.1	-0.9%	10%	-3%	-11	-6
Cc1cc2n(n1)C(c1sccc1C)Nc1ccccc1-2 (stereo unspecified)	1.2	/	/	-4%	-0.1%	i	0.9	/	-7%	2%	7	26
O=C1C2C3C=CC(O3)C2C(=O)N1CC(O)c1ccccc1 (stereo unspecified)	1.1	-4	756	-9%	-0.7%	i	0.4	2.5%	-1%	1%	1	6
CCCCc1n[nH]c2c1/C(=N/O)CC(C)(C)C2	0.7	-19	718	2%	-0.3%	i	1.1	-0.7%	2%	-7%	11	13
COC(=O)c1ccc(Cc2ccccc2)o1	1	13	783	-5%	-0.1%	i	2.3	-2.5%	3%	3%	-9	-19
CN1/C(=C\C(=O)COc2ccc3c(c2)OCO3)C(C)(C)c2ccccc21	1.1	-44	701	10%	3.2%	i	0.7	-2.9%	10%	7%	53	4
COc1ccc(OC)c(Nc2nc(-c3cccc([N+](=O)[O-])c3)nc3ccccc23)c1	1.1	/	/	20%	0.5%	i	1.0	-0.9%	14%	-1%	6	2
COC(=O)c1cc(C(=O)N(Cc2ccccc2)c2ccccn2)cc([N+](=O)[O-])c1	1	-32	681	-2%	0.1%	i	0.4	0.5%	-5%	-1%	8	-13
CCOc1ccc(CCNC(=O)c2cc3ccccn3n2)cc1OCC	1.1	/	/	2%	-2.4%	i	1.7	1.3%	-5%	7%	-3	6
COc1cccc(/C=N/NC(=O)CN2C(=O)NC3NC(=O)NC32)c1 (stereo unspecified)	1	3	690	15%	-0.2%	i	0.3	-2.0%	15%	2%	9	3
COc1ccc(/C=C(/NC(=O)c2ccc(C)cc2)c2nc3ccccc3[nH]2)cc1OC	1	/	/	11%	1.5%	i	0.9	2.5%	11%	7%	-74	-1
CCCN=C1NC(=O)C(CC(=O)NCCc2ccccc2)S1 (stereo unspecified)	1	0	721	-20%	-0.3%	i	0.1	/	-35%	7%	-10	6
O=C(NCc1ccco1)C1CCCN1S(=O)(=O)c1ccccc1C(F)(F)F (stereo unspecified)	/	-1	715	/	-0.1%	i	0.6	/	/	6%	/	/
O=C(Nc1ccc2c(c1)Cc1ccccc1-2)c1ccco1	1	/	/	7%	-0.5%	?	/	-4.2%	7%	9%	-10	3
O=C(COC(=O)C1CC(=O)N(c2ccccc2)C1)c1ccccc1 (stereo unspecified)	1	-12	617	18%	5.9%	i	1.7	-0.9%	16%	4%	4	-1
CCOC(=O)C1(CCCc2ccccc2)CCN(C(=O)C2CCCO2)CC1 (stereo unspecified)	1.1	-15	729	17%	0.1%	i	0.6	1.4%	8%	1%	1	3
COc1ccc(CNC(=S)Nc2cc(C)ccc2C)cc1	1	1	781	5%	0.2%	/	/	5.2%	10%	9%	46	30
Cc1nc(-c2ccc(Cl)cc2)sc1C(=O)NN	/	2	698	/	-0.2%	i	0.4	/	/	-5%	/	/
CCCCC(CC)CN1C(=O)/C(=C/c2ccncc2)SC1=S (stereo unspecified)	1	/	/	-2%	0.4%	i	0.7	-0.3%	11%	5%	25	6
CCc1ccc(C(=O)CN2CCSC2=N)cc1	1	-2	706	-1%	0.3%	i	0.4	-1.7%	-2%	5%	-8	-8
Cc1nn(C)c(=O)n1-c1ccccc1	1.1	-11	626	8%	0.3%	i	0.2	/	0%	2%	-8	15
CCC(c1nnnn1Cc1cccs1)N1CCN(c2nc3ccccc3s2)CC1 (stereo unspecified)	1.1	/	/	6%	4.7%	i	0.5	-0.4%	5%	-2%	49	28
Cc1ccc(Nc2ncc3c(n2)CC(c2ccco2)CC3=O)c(C)c1 (stereo unspecified)	1.1	/	/	20%	0.8%	i	0.6	-1.2%	17%	6%	12	-1
O=C(CN1CCN(C(=O)c2cccc(F)c2)CC1)Nc1ccccc1F	1.1	/	/	-11%	0.8%	i	0.8	0.3%	-14%	1%	-17	4
CCOc1cccc(CNCCO)c1OCc1ccc(Cl)cc1Cl	1.1	-6	607	-8%	7.9%[50 µM]	i	0.5	-2.5%	-1%	4%	29	27

Continued, starting with the last two of the part before.
SMILES	TNAP activation fold	Lipid droplet	Lipid droplet cells 6.5 µM	PMI inhibition	UTI89 phage lysis	Myeloid diff 2	Myeloid diff 2 GFP+ MAC1+ %	CSM14.1 death rescue	human PMI inhibition	M1AAP inhibition	WT yeast gro inh	WT yeast gro inh mutant strain
O=C(CN1CCN(C(=O)c2cccc(F)c2)CC1)Nc1ccccc1F	1.1	/	/	-11%	0.8%	i	0.8	0.3%	-14%	1%	-17	4
CCOc1cccc(CNCCO)c1OCc1ccc(Cl)cc1Cl	1.1	-6	607	-8%	7.9%[50 µM]	i	0.5	-2.5%	-1%	4%	29	27
CC(C)(C)c1ccc(/C=C2\Oc3c(ccc(O)c3CN3CCN(CCO)CC3)C2=O)cc1	/	1	681	/	0.2%	i	0.3	/	/	14%	/	/
CCN(CC)S(=O)(=O)c1cccc(C(=O)N/N=C2\CC(=O)CC(C)(C)C2)c1	1.2	-2	693	11%	0.0%	i	0.4	-3.3%	-5%	6%	-13	0
CC(C)(CN1CCN(Cc2ccccc2)CC1)NS(=O)(=O)c1ccccc1	/	0	792	/	0.1%	i	0.4	/	/	4%	/	/
Cc1ccc(-c2cc(C(=O)NCC3CCCO3)c3ccccc3n2)cc1C (stereo unspecified)	1	11	691	12%	0.4%	/	/	/	9%	6%	19	-6
O=C(CSc1ncn[nH]1)Nc1ccc(S(=O)(=O)N2CCCC2)cc1	1.1	1	778	5%	0.5%	i	0.6	0.9%	8%	4%	8	27
CCOC(=O)c1c(NC(=O)CNCC(O)CO)sc(C)c1C (stereo unspecified)	1.1	/	/	-2%	4.2%	i	0.9	1.1%	1%	0%	-20	-5
COc1ccc(OC)c(NC(=O)CN(c2ccc(C)cc2)S(=O)(=O)c2c(C)noc2C)c1	1.1	/	/	10%	1.5%	i	1.7	0.9%	12%	2%	25	5
C=C(C)CNC(=S)NNC(=O)CCn1c2cc(Cl)ccc2c2ccc(Cl)cc21	1.1	-24	613	-7%	0.9%	i	0.3	-2.2%	2%	-19%	-5	3
O=C(O/N=C\c1ccc(N2CCCCC2)c([N+](=O)[O-])c1)c1c(F)cccc1F	1	/	/	4%	0.4%	i	1.4	-1.3%	9%	-2%	/	/
Cc1cccc2sc(N(CCCN(C)C)C(=O)c3sc4ccccc4c3Cl)nc12	1	14	624	5%	-0.3%	i	0.6	0.2%	17%	-1%	88*	86*
COc1ccc(CN2CCC(c3nc4ccc(Cl)cc4[nH]3)CC2)cc1	1.1	-3	719	-9%	0.7%	i	0.4	-1.8%	-4%	3%	0	-7
CSc1nc2c(c(=O)[nH]1)C(c1ccc(Br)cc1)CC(=O)N2 (stereo unspecified)	1	10	689	6%	/	i	0.2	0.7%	2%	1%	4	16
Cc1cc(C)nc(NC(=O)c2cccc([N+](=O)[O-])c2)c1	1.1	-7	685	-6%	-2.2%	i	0.6	7.0%	-7%	3%	8	-8
CCOc1ccc(N2C(=O)C(=O)/C(=C(/O)c3ccccc3)C2c2ccccc2[N+](=O)[O-])cc1 (stereo unspecified)	/	14	698	/	-1.1%	i	0.4	/	/	6%	/	/
COc1cccc(OC)c1Nc1nc(C)nc2c1nnn2Cc1ccccc1Cl	1.1	2	591	5%	0.2%	i	1.0	-0.1%	4%	/	-11	-10
N#Cc1ccc(Nc2ccccc2)c(N)c1	0.9	/	/	-2%	-0.2%	i	0.5	2.4%	2%	2%	9	-1
COc1cc(NC(=O)CCc2ccccc2)c(C(=O)O)cc1OC	1.1	/	/	-4%	-0.4%	i	1.2	-1.5%	0%	2%	-10	1
c1ccc(-c2c[nH]c3[n+]2CCCCC3)cc1	1	10	807	-3%	8.7%	i	0.7	0.8%	5%	5%	5	3
CSc1cccc(NS(=O)(=O)c2ccc(C(C)=O)cc2)c1	/	-9	697	/	1.1%[50 µM]	i	0.6	/	/	7%	/	/
COc1c2ccoc2c(OCC=C(C)C)c2oc(=O)ccc12	1.1	-7	708	50%	0.2%	i	0.5	3.9%	26%	4%	-2	-7
CC(NC(=O)c1ccc(CS(=O)(=O)c2ccc(Cl)cc2)o1)c1ccc2c(c1)OCCO2 (stereo unspecified)	1.2	-3	755	10%	-0.3%	i	6.0	0.5%	9%	6%	-16	-8
